Assay outcomes deposited in PubChem BioAssay by several laboratories.
TcdB inh: TcdB glycohydrolase inhibitors, primary screen, biochemical, single point, plate reader; Toxin B (Clostridioides difficile), P18177; TcdB glycohydrolase enzymatic assay; inhibition, % at 9.99 µM; 350,000 compounds, 0.24% hits; in the data active means inhibition above about 10%
Target sequence (P18177 whole entry, looked up): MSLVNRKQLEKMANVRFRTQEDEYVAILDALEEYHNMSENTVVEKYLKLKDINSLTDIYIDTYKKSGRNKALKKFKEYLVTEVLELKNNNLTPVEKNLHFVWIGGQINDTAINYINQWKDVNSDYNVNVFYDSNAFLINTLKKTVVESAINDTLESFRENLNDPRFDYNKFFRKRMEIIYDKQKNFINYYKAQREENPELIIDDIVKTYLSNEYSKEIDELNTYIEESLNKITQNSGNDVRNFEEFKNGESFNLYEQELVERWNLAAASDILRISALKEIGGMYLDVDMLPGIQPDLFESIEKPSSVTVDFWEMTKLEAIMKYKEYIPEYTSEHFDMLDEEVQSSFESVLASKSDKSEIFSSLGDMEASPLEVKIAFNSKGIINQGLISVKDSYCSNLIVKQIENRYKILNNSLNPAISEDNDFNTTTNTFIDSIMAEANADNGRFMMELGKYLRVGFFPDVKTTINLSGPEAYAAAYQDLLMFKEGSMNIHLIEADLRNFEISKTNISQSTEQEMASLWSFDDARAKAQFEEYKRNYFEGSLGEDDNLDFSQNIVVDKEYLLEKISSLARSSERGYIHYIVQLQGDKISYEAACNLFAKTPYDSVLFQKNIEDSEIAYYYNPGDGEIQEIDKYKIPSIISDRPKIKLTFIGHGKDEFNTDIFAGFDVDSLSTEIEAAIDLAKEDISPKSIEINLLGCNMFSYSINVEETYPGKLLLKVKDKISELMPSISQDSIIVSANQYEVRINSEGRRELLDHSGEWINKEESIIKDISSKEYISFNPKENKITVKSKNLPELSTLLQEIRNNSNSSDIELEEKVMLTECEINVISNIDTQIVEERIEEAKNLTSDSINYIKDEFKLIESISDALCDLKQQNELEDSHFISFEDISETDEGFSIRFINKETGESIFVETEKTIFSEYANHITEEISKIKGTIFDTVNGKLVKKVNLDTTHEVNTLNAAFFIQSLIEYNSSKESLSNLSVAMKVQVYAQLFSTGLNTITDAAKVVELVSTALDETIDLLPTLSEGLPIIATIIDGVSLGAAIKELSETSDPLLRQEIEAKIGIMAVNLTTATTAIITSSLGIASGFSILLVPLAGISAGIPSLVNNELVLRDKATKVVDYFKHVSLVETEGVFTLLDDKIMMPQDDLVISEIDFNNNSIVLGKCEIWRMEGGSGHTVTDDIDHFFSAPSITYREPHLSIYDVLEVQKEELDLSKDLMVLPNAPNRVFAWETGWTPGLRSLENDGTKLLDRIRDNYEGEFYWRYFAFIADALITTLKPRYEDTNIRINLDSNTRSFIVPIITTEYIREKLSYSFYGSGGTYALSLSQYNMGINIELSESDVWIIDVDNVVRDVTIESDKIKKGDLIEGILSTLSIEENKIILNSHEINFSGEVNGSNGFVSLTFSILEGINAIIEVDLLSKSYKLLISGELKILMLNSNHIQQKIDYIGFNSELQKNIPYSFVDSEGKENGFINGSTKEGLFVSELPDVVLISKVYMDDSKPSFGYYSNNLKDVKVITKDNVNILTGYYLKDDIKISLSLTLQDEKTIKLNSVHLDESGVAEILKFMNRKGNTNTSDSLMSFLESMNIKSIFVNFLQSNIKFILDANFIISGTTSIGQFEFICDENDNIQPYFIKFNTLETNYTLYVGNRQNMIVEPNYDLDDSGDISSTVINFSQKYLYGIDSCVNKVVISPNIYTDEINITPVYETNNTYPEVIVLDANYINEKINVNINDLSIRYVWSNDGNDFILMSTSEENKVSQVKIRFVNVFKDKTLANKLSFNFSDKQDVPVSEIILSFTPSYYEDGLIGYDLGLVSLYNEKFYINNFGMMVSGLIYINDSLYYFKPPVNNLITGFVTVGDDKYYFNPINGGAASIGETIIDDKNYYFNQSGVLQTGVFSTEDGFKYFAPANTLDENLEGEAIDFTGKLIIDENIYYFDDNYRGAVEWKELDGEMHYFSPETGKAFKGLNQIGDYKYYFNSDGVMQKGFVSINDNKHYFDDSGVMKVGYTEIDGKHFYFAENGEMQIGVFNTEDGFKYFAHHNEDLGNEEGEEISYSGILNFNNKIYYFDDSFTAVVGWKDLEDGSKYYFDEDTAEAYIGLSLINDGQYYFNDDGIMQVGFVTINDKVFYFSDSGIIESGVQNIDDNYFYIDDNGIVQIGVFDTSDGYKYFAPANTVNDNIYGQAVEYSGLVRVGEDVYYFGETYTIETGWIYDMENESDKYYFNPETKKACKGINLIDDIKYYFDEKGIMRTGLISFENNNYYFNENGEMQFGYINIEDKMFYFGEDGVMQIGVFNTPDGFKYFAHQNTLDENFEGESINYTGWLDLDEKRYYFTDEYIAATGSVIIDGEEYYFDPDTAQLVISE
Vc quorum ag: inducers of Vibrio cholerae quorum light production without autoinducers, primary screen, BH1578 luxS cqsA deficient, single point. V. cholerae BH1578 lux reporter, luminescence, 6 h. activation, % at 18.7 µM. 350,000 compounds, 0.16% hits; in the data active means activation mostly above about 9.7%, no sharp cut-off; inconclusive means no clear call, values can overlap the other calls; inactive means mostly below about 3.7%; further: not every result past the cut was called active; inactives centre near 0; reference of the scale not given here
FadD28 FP inh: inhibitors of FadD28 bisubstrate probe binding, primary screen, biochemical, fluorescence polarization, single point; Mycobacterium tuberculosis FadD28 fatty-acid-AMP ligase; AID 588549, 2011; 360,000 compounds, 0.22% hits; inhibition, % at 12.5 µM; in the data active means inhibition above about 8.5%, passing the limit was not always enough; inconclusive means no clear call, values can overlap the other calls
Yp Topo-I inh: Yersinia pestis topoisomerase I inhibitors, primary screen, biochemical, cleavage product accumulation, plate reader, single point; 360,000 compounds, 0.064% hits; activity, % at 10 µM; DNA topoisomerase I (Yersinia pestis CO92); Y. pestis Topo-I cleavage product accumulation; in the data active means activity above about 50%, passing the limit was not always enough; inconclusive means no clear call, values can overlap the other calls; further: inactives centre near 2
PfHsp40 rescue: rescue of yeast from PfHsp40 toxicity, primary screen, S. cerevisiae, ATP luminescence; S. cerevisiae expressing PfHsp40, growth rescue; growth rescue, % at 12.5 µM; 340,000 compounds, 0.68% hits; AID 504582, 2011; in the data active means growth rescue above about 28%, passing the limit was not always enough; inconclusive means no clear call, values can overlap the other calls;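 further: yeast W303a lacking pdr1 and pdr3 grown in galactose medium; growth measured after three days at 30 °C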
Mtb FBA inh: Mtb FBA enzyme inhibitors, primary screen, biochemical, fluorescence, strain H37Rv; Fructose-bisphosphate aldolase (Mycobacterium tuberculosis (strain ATCC 25618 / H37Rv)), …; purified M. tuberculosis FBA, fluorescence read-out; inhibition, % at 1 µM; 360,000 compounds, 2.3% hits; AID 588726, 2011; in the data active means inhibition above about 27%;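 further: 0% = vehicle and 100% = reference inhibitor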
Mtb UGM inh: M. tuberculosis UGM enzyme inhibitors, primary screen, biochemical, fluorescence polarization, single point | UDP-galactopyranose mutase (Mycobacterium tuberculosis (strain ATCC 25618 / H37Rv)), … | purified UGM, fluorescence polarization probe displacement | inhibition, % at 10 µM | 320,000 compounds, 0.06% hits | AID 504406, 2011; in the data active means inhibition above about 10%, passing the limit was not always enough; inconclusive means no clear call, values can overlap the other calls
Mtb BioA inh: M. tuberculosis BioA enzyme inhibitors, primary screen, biochemical, plate reader, single point, HTS. purified M. tuberculosis BioA enzyme. inhibition, % at 9.99 µM. 360,000 compounds, 0.096% hits. AID 602481, 2012; in the data active means inhibition above about 40%; inconclusive means no clear call, values can overlap the other calls
GDH-TPI inh: GDH-TPI coupling enzyme inhibitors, primary screen, artefact control for M. tuberculosis FBA inhibitor project, biochemical, absorbance, full deck; GDH-TPI coupled enzyme counterscreen, NADH absorbance; inhibition, % at 4.8 µM; 360,000 compounds, 1.2% hits; in the data active means inhibition above about 30%;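 further: 0% = DMSO wells and 100% = wells lacking the enzyme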
Active calls of the source: *; i = inactive; u = inconclusive; x = no result given.

Preview:
smiles | TcdB inh | Vc quorum ag | FadD28 FP inh | Yp Topo-I inh | PfHsp40 rescue | Mtb FBA inh | Mtb UGM inh | Mtb BioA inh | GDH-TPI inh
COCC(=O)N(C)[C@H]1C[C@H]2c3cc(N4CCN(C)CC4)ccc3CCN2C(=O)[C@H]1[C@H](C)O | 0.0 | -1.4 | -0.1 | 4 | -2.3 | 1 | x | -0.1 | 3
CCCCn1c(N)c(N(Cc2ccccc2OC)C(=O)CSCC(=O)Nc2ccc(C)cc2)c(=O)[nH]c1=O | 1.1 | -0.3 | -3.8 | 7 | 5.4 | 1 | x | 0.0 | 4
O=C(c1ccco1)N(CCCN1CCOCC1)c1nc(-c2ccc(Cl)cc2)cs1 | x | i | -3.4 | 22 | 0.8 | -5 | 1.8 | -0.9 | -2

Main list (from the top)
smiles | TcdB inh | Vc quorum ag | FadD28 FP inh | Yp Topo-I inh | PfHsp40 rescue | Mtb FBA inh | Mtb UGM inh | Mtb BioA inh | GDH-TPI inh
COCC(=O)N(C)[C@H]1C[C@H]2c3cc(N4CCN(C)CC4)ccc3CCN2C(=O)[C@H]1[C@H](C)O | 0.0 | -1.4 | -0.1 | 4 | -2.3 | 1 | x | -0.1 | 3
CCCCn1c(N)c(N(Cc2ccccc2OC)C(=O)CSCC(=O)Nc2ccc(C)cc2)c(=O)[nH]c1=O | 1.1 | -0.3 | -3.8 | 7 | 5.4 | 1 | x | 0.0 | 4
O=C(c1ccco1)N(CCCN1CCOCC1)c1nc(-c2ccc(Cl)cc2)cs1 | x | i | -3.4 | 22 | 0.8 | -5 | 1.8 | -0.9 | -2
Cc1cc(CN2CCN(CC(=O)Nc3cc(C(F)(F)F)ccc3-n3cncn3)CC2)no1 | 1.2 | -0.3 | -1.8 | 1 | -0.6 | -2 | 2.6 | 0.9 | 1
Cc1ccc(S(=O)(=O)c2nc(-c3ccccc3)oc2NCCN2CCOCC2)cc1 | x | -0.6 | -2.5 | 0 | -0.1 | 0 | -0.5 | 0.7 | 2
CCC(=O)N1CCc2cc(S(=O)(=O)NC(C(=O)NC3CCCc4ccccc43)C(C)C)ccc21 (stereo not drawn) | 0.8 | -0.2 | -2.2 | -4 | 0.0 | 3 | x | -0.2 | 6
Cc1ccc(OCc2n[nH]c(=S)n2-c2ccc(C)cc2)cc1 | 0.6 | -0.3 | -3.7 | -8 | u | -7 | 4.5 | x | -3
Cc1ccc(-c2cc3nc4c(c(=O)n3[nH]2)CCCC4)cc1 | x | i | -1.4 | -8 | 0.0 | 16 | -3.2 | -1.2 | 8
O=C(NCC1COc2ccccc2O1)C1CCCN(S(=O)(=O)c2cnc[nH]2)C1 (stereo not drawn) | 1.6 | -0.2 | 2.7 | -9 | -1.8 | 3 | 1.9 | -3.0 | 12
O=C(O)/C=C/C(=O)Nc1ccc2c(c1)NC(=O)CO2 | 1.8 | i | -1.8 | -14 | 0.9 | -5 | 2.5 | x | -3
CCN1C(=NCc2cccc(Cl)c2)N[C@@H](c2cccc(F)c2)C(C(=O)OC)=C1C | 0.6 | i | -4.9 | -12 | 0.2 | 1 | 0.8 | -1.7 | -4
C[C@H](N=C1NS(=O)(=O)c2ccccc21)C(=O)OCc1cc([N+](=O)[O-])cc2c1OCOC2 | 0.3 | -0.4 | -1.0 | 0 | 1.2 | -3 | -1.1 | -1.0 | 4
CC1=CC(C)(C(Cl)Cl)C(C)=CC1=O (stereo not drawn) | x | -0.3 | 0.4 | -1 | 1.0 | 1 | 2.0 | -1.0 | -4
O=c1c2ccccc2sn1-c1cc(S(=O)(=O)N2CCOCC2)ccc1N1CCOCC1 | x | -0.4 | -3.8 | 18 | 0.2 | -2 | -0.8 | -0.4 | 8
CCOc1ccc(NC(=O)CSc2nc(O)c(C)c(=O)n2-c2ccc(F)cc2)cc1 | -3.6 | -0.7 | -1.4 | 3 | 0.7 | 0 | 1.1 | -1.2 | 2
O=c1[nH]c2ccccc2c2cn(-c3ccccc3)nc12 | 1.2 | -0.6 | -3.3 | 10 | 9.3 | 16 | -1.9 | 1.7 | 2
Cc1cc(N2C(=O)CCC2=O)n(-c2ccccc2)n1 | x | -5.0 | -1.8 | -2 | -0.3 | -12 | 0.0 | -0.4 | -1
CCN1CCN(C(c2ccc(F)cc2)c2nnnn2Cc2ccc3c(c2)OCO3)CC1 (stereo not drawn) | -0.2 | -0.3 | -2.0 | -3 | 1.3 | 2 | -3.6 | 0.4 | 2
C[C@@H]1COC(=O)[C@H](NC(=O)OCC2c3ccccc3-c3ccccc32)C/C=C\C[C@@H](CC(=O)N[C@H](CO)Cc2ccccc2)C(=O)N1 | 0.4 | -0.5 | -1.5 | -5 | -1.1 | 6 | 4.9 | -3.8 | 14
CC1/C(=N/O)CC(c2ccco2)NC1c1ccco1 (stereo not drawn) | 0.6 | -0.2 | 1.1 | 3 | -1.5 | 2 | -1.1 | x | 1
COc1ccccc1OCc1nnc(SCC(=O)N2CCCCC2)o1 | 0.8 | -0.9 | -3.8 | 10 | 1.0 | -1 | x | -1.0 | 4
CC(/C=N/n1c(-c2cc(C)[nH]n2)n[nH]c1=S)=C\c1ccco1 | 2.8 | i | -0.9 | 2 | -1.0 | -1 | -0.5 | x | 12
O=C(Nc1ccccc1C(=O)N1CCCCC1)c1cccs1 | -1.4 | i | -0.8 | 5 | 0.3 | 0 | 0.8 | -0.3 | -7
O=C(N/N=C/c1ccccc1)c1cccc2ccccc12 | 0.7 | -0.6 | 0.6 | -1 | -1.9 | 3 | 0.6 | x | 4
Cc1ccc(S(=O)(=O)NCCOC(=O)Nc2sc(=S)n(C)c2C)cc1 | 0.1 | -0.5 | 1.8 | -3 | 0.3 | 3 | 0.8 | 0.8 | 16
COCC(=O)N1CCCC(C)(C(=O)Nc2cccc(Oc3ccccc3)c2)C1 (stereo not drawn) | -0.6 | i | -1.0 | -7 | x | 1 | x | -2.0 | 10
Cc1csc(NC(=O)C2CCCCC2)n1 | x | 0.0 | -1.5 | -19 | 2.6 | 3 | -0.1 | 0.4 | -9
CC1(C)CC(=O)c2ccc(O)cc2O1 | -1.0 | -0.4 | 2.7 | 3 | x | 2 | 1.9 | x | 11
CCc1ccccc1N(CC(=O)OC)S(C)(=O)=O | x | i | 4.1 | -3 | -0.6 | -2 | -2.1 | -0.2 | 0
CSCC[C@@H](CO)NC(=O)[C@H]1O[C@@H](n2ccc(=O)[nH]c2=O)[C@H](O)[C@@H]1O | 0.6 | x | -3.8 | x | x | -2 | x | -0.7 | x
Cc1ccc2nc(/C(C#N)=C/c3ccc(-c4ccccc4C(=O)O)o3)[nH]c2c1 | -0.8 | -8.3 | -1.2 | -3 | -0.5 | -17 | -14 | 0.4 | 9
Cc1ccc(NC(=O)CN2C(=O)C3CCCCN3C(=O)c3ccccc32)cc1 (stereo not drawn) | x | i | -3.6 | 0 | 1.3 | 1 | 2.8 | 0.7 | -8
CCc1ccccc1NC(=S)N(CCCN(C)C)Cc1cc2cc3c(cc2[nH]c1=O)OCO3 | 0.1 | 1.4 | -2.0 | -5 | 0.3 | 23 | 2.8 | x | 16
CCOC(=O)CN1CC23C=CC(O2)C(C(=O)Nc2ccc(F)cc2)C3C1=O (stereo not drawn) | x | 4.6 | 0.3 | -4 | 0.2 | -5 | 0.1 | 1.9 | 5
COc1ccc(CNc2nc3ccccc3s2)cc1OC | 1.2 | i | 2.2 | 0 | 1.9 | 2 | -0.3 | -0.9 | -6
CNc1nc(-c2ccc([N+](=O)[O-])cc2)cs1 | x | i | -1.5 | -12 | 2.5 | 3 | -3.2 | -1.3 | 3
O=C(CC(=O)Nc1ccc(F)cc1)Nc1ccc(F)cc1 | 0.1 | -7.7 | 0.8 | 0 | -0.6 | 7 | -0.1 | 4.3 | 9
Cc1ccc(-c2nnn(CC(=O)NC3CC4CCC3C4)n2)cc1 (stereo not drawn) | x | 1.6 | 1.5 | 5 | -0.7 | 6 | 3.4 | 0.2 | 3
Cc1nnsc1-c1nnc(SCC(=O)c2ccccc2)n1C1CC1 | 1.3 | -0.3 | -2.5 | 2 | -1.2 | 4 | -1.9 | -1.3 | 6
CN(C)c1ccc(CC(=O)N2CCCCC2c2cc(C(=O)Nc3ccccc3Cl)no2)cc1 (stereo not drawn) | 0.1 | -0.4 | 0.1 | -4 | x | 0 | x | -2.2 | 1
CC(=O)Nc1ccc(S(=O)(=O)N2CCC(C(=O)N[C@@H](C)C(=O)NC3CCCC3)CC2)cc1 | -1.1 | i | -0.2 | 0 | -0.7 | 6 | 0.8 | -1.1 | -2
CC(C)CCNC(=O)C1CCN(c2nc3ccccc3o2)CC1 | x | -1.0 | 0.5 | 17 | 1.0 | 1 | 2.7 | -0.6 | 8
CCCCn1c(SCC(=O)NCc2ccco2)nnc1-c1ccco1 | x | -0.3 | -0.6 | 13 | -0.1 | 0 | -2.3 | 0.3 | 10
CC1CN(C(=O)c2ccc(N3CCCCC3)c([N+](=O)[O-])c2)CC(C)O1 (stereo not drawn) | x | i | -2.6 | 0 | -1.7 | -1 | -1.1 | x | -4
COc1ccc(S(=O)(=O)N2CCCC2C(=O)Nc2ccc(C(C)=O)cc2)cc1 (stereo not drawn) | 1.2 | -0.4 | -4.3 | 7 | -1.3 | -1 | -1.6 | 1.0 | 4
Cc1ccccc1NC(=O)NCCc1nc2ccccc2[nH]1 | x | i | 0.3 | -3 | -0.1 | 0 | -3.1 | 0.2 | -6
CCOc1ncccc1C(=O)OCc1nnc(-c2ccccc2)o1 | x | -1.2 | 1.5 | 17 | -0.6 | 0 | -1.1 | 3.0 | -3
Cc1ccc(-c2nnn(CC(=O)N(CCN3CCOCC3)C(C(=O)NC(C)(C)C)c3ccc(C)o3)n2)cc1 (stereo not drawn) | -0.3 | i | -2.9 | 7 | -0.4 | 1 | -4.1 | -1.5 | -7
COC(=O)COn1c(SC(C)C)nc2ccccc2c1=O | x | 0.0 | -2.3 | -11 | -0.2 | -1 | 2.8 | 0.2 | -5
Cc1cccc(C(=O)NCC(=O)OCC(=O)N(C)CC(=O)Nc2ccc(F)cc2)c1 | 0.7 | -0.2 | 0.5 | 0 | -0.9 | 1 | 1.4 | -0.3 | 14
Cc1cc(C)n2nc(C(=O)NCc3cccc(C(F)(F)F)c3)nc2n1 | -1.0 | i | -0.3 | -6 | -1.6 | 2 | 0.9 | x | 4
COc1cc(S(=O)(=O)NC2CCCCC2C)ccc1F (stereo not drawn) | 0.3 | i | -0.5 | 9 | 98* | -1 | -10 | 2.4 | 2
O=C(N/N=C/c1cccnc1)c1ccccc1OCc1cccc(Br)c1 | 1.5 | i | -9.5 | 36 | 1.4 | -2 | -1.6 | x | 5
COc1ccccc1N(CC(=O)Nc1c(C)cccc1C)S(C)(=O)=O | x | 0.9 | -1.1 | -7 | -0.5 | -1 | 1.8 | x | 2
Cc1csc2ncc(C(=O)Nc3cccc(C(F)(F)F)c3)c(=O)n12 | -2.2 | 0.1 | -0.8 | -8 | 0.8 | -2 | -1.1 | -1.1 | -11
CC(Cc1ccccc1)NC(=O)NC(C)Cc1ccccc1 (stereo not drawn) | x | -0.1 | 0.3 | -7 | -1.6 | -3 | 3.0 | 0.0 | 1

This is a random part of the collection; about 4.6% have a hit in one of these screens.
